# TexasRed fluor: Total Fluorescence Counterscreen for Inhibitors of the Interaction of Thyroid Hormone Receptor and Steroid Receptor Coregulator 2; 280,000 tested, 0.29% active; AID 1479, 2009; Potency, µM (highest dose often 106 µM), without a hit: at the highest dose fluorescence change, negative = quenching; TRb/SRC2 Texas Red total fluorescence interference; active = well fitted curve in either direction with a large enough effect; inconclusive = small, poorly fitted or top-dose-only effect
#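 Flags fluorescent or light-absorbing compounds by total fluorescence, S + 2P, at 555 nm excitation and 632 nm emission. Mixture: 20 nM Texas Red SRC2 peptide, 0.6 uM human TRb LBD, 1 uM T3, 5% DMSO; compound exposure 5 h at ambient temperature.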
# GAA glycogen: qHTS Assay for Inhibitors and Activators of Human alpha-Glucosidase Cleavage of Glycogen | recombinant GAA, glycogen substrate, Amplex Red glucose oxidase fluorescence | Potency, µM (highest dose often 76.4 µM), for inactives: at the top dose activity change, negative = inhibition, hits mostly inhibitors | 300,000 tested, 0.38% active;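 also: 0% = full enzyme reaction and -100% = no-enzyme basal signal; the screen sought inhibitors and activators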
#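 Recombinant human alpha-glucosidase (4 nM final) hydrolysed bovine liver glycogen (30 ug) for 40 min at 37 C in pH 5.0 citrate/phosphate with 0.01% Tween-20. Released glucose detected by glucose oxidase/Amplex Red, Ex 573/Em 610 nm. Compounds up to 77 uM; AC50 from Hill fits.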
# TRb SRC2 PPI: qHTS for Inhibitors of the Interaction of Thyroid Hormone Receptor and Steroid Receptor Coregulator 2. Potency, µM (doses to about 106 µM), for the others: at the top dose activity change, negative = inhibition, most hits filed as inhibitors. Thyroid hormone receptor beta (Homo sapiens), P10828. 280,000 tested, 0.065% active. TRbeta-SRC2 peptide binding, fluorescence polarization; receptor liganded with 1 µM T3;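 also: plate controls were bound peptide for no effect and peptide without receptor for full effect; nearly all actives have a fitted effect of over 50% in size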
# Target sequence (P10828 whole entry, looked up): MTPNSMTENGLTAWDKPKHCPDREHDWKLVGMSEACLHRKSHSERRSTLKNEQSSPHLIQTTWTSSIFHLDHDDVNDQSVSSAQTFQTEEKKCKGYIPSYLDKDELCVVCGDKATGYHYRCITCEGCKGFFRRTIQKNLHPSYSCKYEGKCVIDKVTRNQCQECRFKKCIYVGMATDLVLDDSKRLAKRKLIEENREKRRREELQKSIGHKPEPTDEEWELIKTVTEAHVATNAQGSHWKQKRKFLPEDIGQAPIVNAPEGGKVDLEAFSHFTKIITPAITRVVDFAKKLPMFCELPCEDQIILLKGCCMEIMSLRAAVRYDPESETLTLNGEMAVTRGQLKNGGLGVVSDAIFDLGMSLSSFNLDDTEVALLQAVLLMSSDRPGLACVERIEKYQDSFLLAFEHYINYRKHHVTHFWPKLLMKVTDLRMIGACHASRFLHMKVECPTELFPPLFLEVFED
#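 Assay buffer: 20 mM Tris-HCl, 100 mM NaCl, 10% glycerol, 1 mM EDTA, 0.01% NP-40, 1 mM DTT, 1 uM T3, 5% DMSO; TRb LBD 0.6 uM, Texas Red SRC2 20 nM; FP after 5 hr.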
# * marks the source's active call; other numbers are inactive results; u = inconclusive; & = joins results of further samples; [ ] = another dose, or the depositor's remark. Unless noted, calls follow the shape of the dose curve; as a rule, active = well fitted curve in the direction sought with a large enough effect; inconclusive = small, poorly fitted or top-dose-only effect, or another doubt; inactive = no such curve, though single readings can be large; an effect the other way counts as inactive or inconclusive. Unless noted, % is scaled to controls: 0 for no effect and ±100 for the full control effect; potency is read from the fitted curve at half-maximal effect. The list is partial (hit frequency here may not be typical).
Molecule,TexasRed fluor,GAA glycogen,TRb SRC2 PPI
O=C(Nc1ccc(C(F)(F)F)cc1)C1CCN(c2cnccn2)CC1,-1%,13%[76.3 µM],-1%
CCn1c(C(=O)N2CCC(C(=O)N3CCN(c4ccc(OC)cc4)CC3)CC2)cc2sccc21,-7%,-7%[76.3 µM],-1%
CCOC(=O)COc1ccc(F)cc1C(=O)c1ccn2nc(-c3ccc(Cl)cc3)cc2n1,-23%,12%[76.3 µM],-5%
CC1CCN(c2nc3ccc(C(=O)NCc4ccc(Cl)cc4)cc3s2)CC1,0%,-19%[76.3 µM],11%
CCOc1ccc(C2CC(=O)Nc3nc(SCc4ccccc4C)[nH]c(=O)c32)cc1OC (stereo unspecified),-19%,5%[76.3 µM],3%
COc1ccc(-c2c(C)nn3c(N4CCN(c5ccccc5)CC4)cc(C)nc23)cc1OC,-7%,7%[76.3 µM],0%
CCc1nc2ccccc2n1CCCCOc1ccc(Cl)cc1,-2%,-21%[76.3 µM],5%
COc1ccc2oc(-c3ccc(C)c(NC(=O)Cc4ccc(Cl)cc4)c3)nc2c1,u,-3%[76.3 µM],1%
COc1ccc(NC(=O)Cn2c(=O)n(-c3ccccc3)c(=O)c3ccc(C(=O)NCc4ccc5c(c4)OCO5)cc32)cc1,1%,-6%[76.3 µM],1%
COc1ccc(C(=O)Nc2nnc(S(=O)(=O)N3CCOCC3)s2)cc1,-76%,-6%&5%[76.3 µM],-8%
CCOc1ccc(-c2cc(C)n3nc(C(=O)Nc4cc(Cl)ccc4O)cc3n2)cc1,-3%,-7%[76.3 µM],4%
CCCN1CCN(CCCNC(=O)C(CC)n2nc(C)n3c(cc4occc43)c2=O)CC1 (stereo unspecified),-2%,16%[76.3 µM],-7%
CC(C)COc1ccc(C(=O)Nc2cc(-c3ccccc3)no2)cc1,0%,-6%[76.3 µM],3%
CSc1ccc(NC(=O)Cn2nnnc2-c2ccccc2F)cc1,0%,-1%[76.3 µM],-7%
Cc1ccc(CNC(=O)C(C)n2nc(C)n3c(cc4sccc43)c2=O)cc1 (stereo unspecified),0%,7%[76.3 µM],-5%
Cc1cc2oc(C(=O)Nc3ccc(S(=O)(=O)N4CCC(C)CC4)cc3)cc(=O)c2cc1C,10%,9%[76.3 µM],3%
CCCCN(C(=O)CCn1c(=O)oc2ccccc21)c1ccccc1,-1%,3%&17%[76.3 µM],-9%
Cn1c(=NC(=O)c2ccc(S(=O)(=O)N3CCCC3)cc2)sc2cc(F)ccc21,3%,4%[76.3 µM],-2%
CC(=O)c1cccc(NC(=O)C2CCN(c3ncnc4c3nc3n4CCCCC3)CC2)c1,-4%,-4%[76.3 µM],-5%
COC(=O)c1ccc(Cn2nnc3c(=O)[nH]c(C4CCCN(S(=O)(=O)c5ccccc5Cl)C4)nc32)cc1 (stereo unspecified),2%,13%[76.3 µM],-6%
CCCSCCCNC(=O)C1CCCN(C(=O)c2cnn(-c3ccccc3)c2-n2cccc2)C1 (stereo unspecified),-1%,-9%[76.3 µM],-4%
CN(C(=O)CSc1nc2ccccc2[nH]1)c1ccc(F)cc1,6%,-12%[76.3 µM],6%
CCCOc1ccc(Cn2c(=O)sc3ccccc32)cc1,3%,-11%[76.3 µM],6%
Cc1ccc(-c2nnc(Nc3ccc(F)cc3)c3ccccc23)cc1S(=O)(=O)N1CCN(C)CC1,-2%,13%[76.3 µM],14%
O=C(c1cccc(Cl)c1)N1CCN(CCc2ccccn2)CC1,u,-11%[76.3 µM],1%
Cc1ccc(C)c(CN2C(=O)c3ccccc3S(=O)c3ccc(C(=O)NCc4ccccc4)cc32)c1 (stereo unspecified),-2%,-9%[76.3 µM],-7%
COc1cccc(-c2ccc3c(N)c(C(=O)Nc4ccc(Cl)cc4F)sc3n2)c1,-4%,19%[76.3 µM],3%
N#Cc1cccc(NC(=O)C2CCN(c3cnccn3)CC2)c1,u,2%[76.3 µM],-16%
CC1=C(C(=O)OC2CCCC2)C(c2ccccc2C(F)(F)F)CC(=O)N1 (stereo unspecified),-2%,-12%[76.3 µM],2%
Cc1cc(C)cc(NC(=O)Cn2c(=O)n(Cc3ccc4c(c3)OCO4)c(=O)c3oc4ccccc4c32)c1,-1%,14%[76.3 µM],0%
CCn1c(=N)c(C(=O)NCC2CCCO2)cc2c(=O)n3cc(C)ccc3nc21 (stereo unspecified),-2%,5%[76.3 µM],5%
CC(=O)N1CCC(N(Cc2ccc(C)o2)C(=O)Nc2cccc(C(F)(F)F)c2)CC1,6%,11%[76.3 µM],5%
O=C(Cn1c(=O)n(Cc2ccc(C(=O)NCc3ccc4c(c3)OCO4)cc2)c(=O)c2ccccc21)Nc1ccccc1F,4%,19%[76.3 µM],-5%
Cc1ccc(C(=O)CSc2nc(-c3ccccc3)nc3c2CCCC3)cc1,-2%,19%[76.3 µM],-1%
CC(C)(C)c1ccc(C(=O)NCC(c2ccc(Cl)cc2)N2CCOCC2)cc1 (stereo unspecified),10µM*[quencher],-14%[76.3 µM],-15%
CCOc1ccccc1NC(=O)C(C)Sc1cc(-c2ccccc2)nc(C)n1 (stereo unspecified),8%,-3%[76.3 µM],2%
CCOc1cc(C(=O)Nc2ccc(-c3nc4cc(C)ccc4o3)cc2)cc(OCC)c1OCC,-6%,-3%[76.3 µM],4%
Cc1cccn2c(=O)c(/C=C(\C#N)c3nc4ccccc4s3)c(Oc3ccc(F)cc3)nc12,4%,-4%[76.3 µM],-3%
CS(=O)(=O)N(Cc1ccccc1)c1ccc(C(=O)Nc2cccc(Cl)c2)cc1,-18%,5%[76.3 µM],-2%
Cc1ccc(NC(=O)CSc2nc3ccc(NC(=O)c4cccs4)cc3s2)c(C)c1,u,-11%[76.3 µM],12%
COc1ccccc1CN(Cc1ccco1)c1cnc(S(C)(=O)=O)nc1C(=O)Nc1ccccc1Cl,-26%,1%[76.3 µM],5%
CN(C(=O)CSc1cn(CC(=O)N2CCCC2)c2ccccc12)c1ccccc1,-1%,-6%[76.3 µM],-3%
O=C(Cn1ncc2c(=O)oc3ccccc3c21)NCc1ccc(Cl)cc1,0%,-16%[76.3 µM],-5%
CC(C)OC(=O)c1c(NC(=O)C2c3ccccc3Oc3ccccc32)sc2c1CCCC2,2%,12%[76.3 µM],1%
Cc1cc(C)c(NC(=O)CCS(=O)(=O)c2cc3c(cc2Cl)NC(=O)CO3)c(C)c1,5%,13%[76.3 µM],4%
COc1ccc(Cc2nc3ccccc3[nH]c2=O)cc1,-1%,5%,-8%
Cc1ccccc1C(=O)NCC(c1cccnc1)N1CCc2ccccc21 (stereo unspecified),1%,-24%[76.3 µM],0%
CCc1ccc(NC(=O)Cn2c(=O)n(-c3cc(OC)c(OC)c(OC)c3)c(=O)c3ccccc32)cc1,8%,-5%[76.3 µM],1%
CCN(C(=O)c1cc2c(=O)n(CC)c3ccccc3c2s1)c1cccc(C(F)(F)F)c1,-5%,13%[76.3 µM],-6%
CC(=O)c1c(C)oc2ccc(N(C(=O)Oc3ccccc3)S(=O)(=O)c3ccc(C(C)(C)C)cc3)cc12,u,0%[76.3 µM],u
CC1CCN(S(=O)(=O)c2ccc3c(c2)oc(=O)n3CC(=O)NC(C)c2ccccc2)CC1 (stereo unspecified),-2%,-7%[76.3 µM],3%
Cc1ccc(-c2cc(NC(=O)C(C)Oc3ccc(C)c(C)c3)on2)cc1 (stereo unspecified),9%,-15%[76.3 µM],8%
O=c1oc2ccccc2cc1-c1cn2cc(Cc3ccccc3F)sc2n1,0%,13%[76.3 µM],11%
Cc1ccc2c(=O)cc(C(=O)Nc3sc4c(c3C(=O)NCc3cccnc3)CCCC4)oc2c1,2%,13%[76.3 µM],-7%
COc1ccc(NC(=O)CSc2nc(-c3ccc(F)cc3)c3cccc(C)c3n2)cc1,-2%,11%[76.3 µM],-3%
COc1cccc(NC(=O)CCNC(=O)Cn2cnc3ccccc3c2=O)c1,-8%,15%[76.3 µM],6%
COc1ccc(OC)c(CNC(=O)CCC(=O)N2Cc3ccccc3Oc3ncccc32)c1,5%,4%[76.3 µM],4%
O=C(c1ccc(Cl)cc1)N1CCN(CCc2ccncc2)CC1,u,8%[76.3 µM],-7%
COc1ccc(C)cc1NC(=O)Cn1cc(S(=O)(=O)Cc2ccccc2Cl)c2ccccc21,2%,-12%[76.3 µM],5%
CC(=O)Nc1ccccc1-c1nc2ccccc2n(Cc2cccc(Br)c2)c1=O,-1%,-7%[76.3 µM],-6%

# An excerpt from above in order of count of non-hydrogen atoms, low to high.
Molecule,TexasRed fluor,GAA glycogen,TRb SRC2 PPI
CCc1nc2ccccc2n1CCCCOc1ccc(Cl)cc1,-2%,-21%[76.3 µM],5%
Cc1ccc(-c2cc(NC(=O)C(C)Oc3ccc(C)c(C)c3)on2)cc1 (stereo unspecified),9%,-15%[76.3 µM],8%
CCOc1ccccc1NC(=O)C(C)Sc1cc(-c2ccccc2)nc(C)n1 (stereo unspecified),8%,-3%[76.3 µM],2%
Cc1cc(C)c(NC(=O)CCS(=O)(=O)c2cc3c(cc2Cl)NC(=O)CO3)c(C)c1,5%,13%[76.3 µM],4%
COc1ccc(NC(=O)CSc2nc(-c3ccc(F)cc3)c3cccc(C)c3n2)cc1,-2%,11%[76.3 µM],-3%
Cc1cccn2c(=O)c(/C=C(\C#N)c3nc4ccccc4s3)c(Oc3ccc(F)cc3)nc12,4%,-4%[76.3 µM],-3%

# Later entries:
Molecule,TexasRed fluor,GAA glycogen,TRb SRC2 PPI
O=C(Nc1sc2c(c1C(=O)Nc1ccccc1)CCC2)c1ccc(Br)cc1,u,-9%[76.3 µM],-12%
Cc1ccc(CSc2cn(CC(=O)N3CCCC3)c3ccccc23)cc1,-1%,-12%[76.3 µM],2%
COc1ccc(-c2nn(-c3ccc(F)cc3)c3c2cnc2ccc(F)cc23)cc1OC,0%,-5%[76.3 µM],2%
CCc1ccc(Oc2nc3c(C)cccn3c(=O)c2/C=C(\C#N)c2nc3ccccc3s2)cc1,0%,10%[76.3 µM],6%
CCc1ccc(OCC(=O)NCC(c2ccc(OC)cc2)N2CCOCC2)cc1 (stereo unspecified),-11%,1%[76.3 µM],-1%
O=C(Nc1ccc(NC(=O)c2ccc(Br)cc2)c(Cl)c1)c1ccc(Br)cc1,-14%,15%[76.3 µM],2%
COc1ccc(N(C)C(=O)NCc2noc3ccc(C)cc23)c(OC)c1,1%,-6%[76.3 µM],-1%
O=C(c1nc(-c2ccc(Cl)cc2)n2c1CCCCC2)N1CCN(c2ccc(F)cc2)CC1,1%,5%[76.3 µM],-1%
Cc1ccc(NC(=O)C2CCCN(c3cnccn3)C2)c(C)c1 (stereo unspecified),-3%,-29%&-8%[76.3 µM],9%
Cc1ccc(OCc2cc(=O)n3c(-c4ccccc4)csc3n2)cc1,-4%,-13%[76.3 µM],-2%
COc1cc(-c2nc(Cn3nnc(C(=O)Nc4ccccc4C)c3C)c(C)o2)cc(OC)c1OC,4%,15%[76.3 µM],-4%
CCS(=O)(=O)N1CC(=O)N(c2ccc(Cl)cc2C)C(C)(C(=O)NC2CCCCC2)C1 (stereo unspecified),5%,19%[76.3 µM],-1%
O=c1n(Cc2ccc(Cl)cc2)c2ccccc2c2nc(-c3ccccc3)nn12,-3%,-3%[76.3 µM],-2%
COc1ccc(Cn2c(=O)c3oc4ccccc4c3n(CC(=O)Nc3ccc(F)cc3F)c2=O)cc1,-1%,-6%[76.3 µM],-2%
O=C(NCc1cccc(Cl)c1)c1ccc2nc(N3CCCCC3)sc2c1,-1%,-11%[76.3 µM],5%
CC(C)C(=O)Nc1cccc(C(=O)Nc2nnc(C(F)(F)F)s2)c1,-1%,10%[76.3 µM],-6%
COc1ccc(-c2[nH]c3ccccc3c2SCCNC(=O)c2cc(OC)c(OC)c(OC)c2)cc1,-5%,4%[76.3 µM],9%
